# S2 tox = cell viability loss in ATXN counter-screen. 400,000 tested, 0.49% active. Potency, µM (top dose mostly 56.7 µM), actives largely listed as cytotoxic. S2 cells (HEK-293 line with an ATXN2-luciferase reporter) viability, CellTiter-Fluor protease fluorescence, 24 h. AID 651635; note: potency is the fitted concentration of half-maximal effect; nearly all actives have a fitted effect of over 40% in size
# IL1B secr inh = blocks inflammasome-driven IL-1 beta release; THP-1 LPS/ATP IL-1B secretion, AlphaLISA, 16 h; hits give low values; activity change, % at 57.5 µM; 360,000 tested, 4.7% active; AID 743279; in the data active = activity change below about -50%; inconclusive = mostly about -30% to -49%; note: % is set by controls: 0 for no effect and ±100 for the full control effect
#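 Secreted IL-1B measured by AlphaLISA bead assay after 16 h compound exposure of THP-1 cells; compounds (final up to 57.5 uM) added 1 h before LPS (250 ng/mL) and ATP (1.25 mM) stimulation; lower signal means less secretion.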
# KB-3-1 cytotox = kills parental KB-3-1 adenocarcinoma cells; Potency, µM (highest dose often 46.1 µM), for the others: top-dose activity change, negative = cytotoxic, actives largely listed as cytotoxic; KB-3-1 viability, CellTiter-Glo ATP luminescence, 72 h; 400,000 tested, 1.4% active; note: potency is the fitted concentration of half-maximal effect; % is set by controls: 0 for no effect and ±100 for the full control effect; nearly all actives have a fitted effect of over 60% in size
#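 KB-3-1 parental drug-naive adenocarcinoma cells in DMEM/10% FBS, incubated 72 h at 37 C with pin-transferred compounds across a concentration series. Viability by CellTiter-Glo luminescence; concentration-response curves fitted after normalization.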
# ATXN2 expr inh = inhibitors of ATXN2 expression; 360,000 tested, 0.72% active; Potency, µM (series often up to 57 µM), without a hit: at the top dose activity change, negative = inhibition, hits mostly inhibitors; HEK-293 ATXN2-luciferase reporter, luminescence, 24 h; note: potency is the fitted concentration of half-maximal effect; % is set by controls: 0 for no effect and ±100 for the full control effect; nearly all actives have a fitted effect of over 55% in size
#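 ATXN2-luciferase reporter cells (luciferase flanked by upstream and downstream ATXN2 gene portions) were treated 24 h at 37 °C with compounds at up to 57 uM. SteadyGlo luminescence gave expression; GF-AFC fluorescence gave viability.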
# SW480 rereplic = induces DNA re-replication in SW480 colon adenocarcinoma cells; SW480 DNA re-replication, Hoechst DNA content imaging, 48 h; Potency, µM (series often up to 46.1 µM), for the others: at the top dose re-replication activation, hits mostly activators; 340,000 tested, 1.8% active; AID 624297; note: potency is the fitted concentration of half-maximal effect; % of control where 0% means no effect; nearly all actives have a fitted effect of over 55% in size
#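 Per well, 250 cells were exposed to pinned compound for 48 hr. Nuclear DNA was visualised with Hoechst (40 min, 37 C) and total object intensity recorded by fluorescence scanning.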
# HT1080-NT tox = kills 2HG-producing HT-1080-NT fibrosarcoma cells; HT-1080-NT fibrosarcoma viability, CellTiter-Glo ATP luminescence, 48 h; Potency, µM (top dose mostly 46.1 µM), without a hit: at the highest dose activity, negative = less viability, usual class: cytotoxic; 360,000 tested, 1.6% active;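 note: NT is the 2HG producing partner of a matched IDH1 knockdown line; potency is the fitted concentration of half-maximal effect; 0% = DMSO-treated cells and -100% = media-only wells without cells; nearly all actives have a fitted effect of over 55% in size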
#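 Toxicity toward the 2HG-producing NT line was scored as %Activity, normalised to DMSO and no-cell wells, from CellTiter-Glo luminescence after 48 hours' treatment.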
# MCF10A rereplic = DNA re-replication induction in MCF 10a cells | MCF 10A DNA re-replication, Hoechst nuclear intensity, 48 h | 350,000 tested, 2.9% active | Potency, µM (highest dose often 46.1 µM), inactives show top-dose activity, positive = re-replication, actives largely listed as activators | AID 624296; note: potency is the fitted concentration of half-maximal effect; % of control where 0% means no effect; nearly all actives have a fitted effect of over 50% in size
# KB-V1 cytotox = kills drug-selected multidrug resistant KB-V1 cells; Potency, µM (top dose mostly 46.1 µM), without a hit: top-dose activity change, negative = cytotoxicity, most hits filed as cytotoxic; 400,000 tested, 3.4% active; KB-V1 MDR cells viability, CellTiter-Glo, 72 h; note: potency is the fitted concentration of half-maximal effect; % is set by controls: 0 for no effect and ±100 for the full control effect; nearly all actives have a fitted effect of over 60% in size
#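 KB-V1 MDR subline cells in DMEM (phenol-red free, 10% FBS) exposed to compounds in qHTS concentration series for 72 h at 37 degrees C. Viability read by CellTiter-Glo luminescence; concentration-effect curves fitted after normalization and correction.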
# HT1080 IDH1KD tx = kills HT-1080 cells with IDH1 knockdown | 360,000 tested, 2% active | HT-1080 IDH1 knockdown viability, ATP luminescence, 48 h | Potency, µM (doses to about 46.1 µM), without a hit: at the highest dose activity, negative = toxicity, most hits filed as cytotoxic;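 note: potency is the fitted concentration of half-maximal effect; 0% = DMSO wells and -100% = cell-free medium wells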
#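 Assay cells: HT-1080 with IDH1 knockdown, 750 per well, RPMI/5% FBS. Exposure: 48 h at 37 °C following 2 h pre-incubation. Read: CellTiter-Glo luminescence; fitted concentration-response, curve class assigned.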
# Starred values were filed as active, the others as inactive; i = inactive; u = inconclusive; x = not tested or not shown; & = joins results of further samples; [ ] = dose if it differs, or a comment. Unless noted, calls come from the whole dose curve; as a rule, active = well fitted curve in the direction sought with a large enough effect; inconclusive = small, poorly fitted or top-dose-only effect, or another doubt; inactive = no such curve, though single readings can be large; an effect the other way counts as inactive or inconclusive.
SMILES,S2 tox,IL1B secr inh,KB-3-1 cytotox,ATXN2 expr inh,SW480 rereplic,HT1080-NT tox,MCF10A rereplic,KB-V1 cytotox,HT1080 IDH1KD tx
O=C(COc1ncnc2ccccc12)NC(=O)NCc1ccccc1,i,15,-1%,5%,2%,7%,9%,u,-1%
O=S(=O)(NCC(c1ccco1)N1CCc2ccccc2C1)c1ccc(Br)cc1 (stereo not given),i,-26,2%,-3%,-461%[inhibitor],u,4.1µM*,-21%,u
COc1cc(C(=O)NCC(c2ccco2)N(C)C)cc(OC)c1OC (stereo not given),i,-4,24%,0%,-3%,21%,1%,u,7%
CCOC(=O)C1CCCN(c2ncnc3c2cnn3-c2ccc(C)c(Cl)c2)C1 (stereo not given),i,x,4%,49%[activator],x,x,x,u,x
CC1=CC(C)(C)Nc2cc(C)c(C)cc21,i,0,13%,-10%,-3%,1%,9%,-9%,-3%[9.24 µM]
Cc1ccc(Oc2ccc(Cl)cc2N)cc1,u,-25,-3%,-27%,0%,-6%,3%,6%,-4%
COc1ccccc1Cc1c(-c2ccc(C)cc2)nc2ccc(Br)cn12,i,-24,-3%,2%,x,-18%,x,-10%,-7%
CCNC(=O)NNC(=O)C1CC(c2cccs2)=NO1 (stereo not given),i,32,4%,5%[11.3 µM],1%,-1%,-5%,28%,0%
Cc1ccc(NC(=O)NCCCc2ccccc2)cc1,i,-4,0%,41%[activator],3%,3%,-4%,-4%,2%
COc1ccc(C)cc1NC(=O)c1cnc2n(c1=O)CCS2,i,-6,-22%,-3%,-4%,1%,3%,-5%,1%
CC(Sc1nc2ccccc2c(=O)n1CCc1ccc(S(N)(=O)=O)cc1)C(=O)NC(N)=O (stereo not given),i,u,0%,-3%,6%,-1%,-2%,14%,-9%
COc1ccc(OCC(=O)N/N=C/C(C)=C/c2ccco2)c(Br)c1,i,0,-13%,-2%,u,u,u,9%,u
CCCn1c(N)c(C(=O)CN(C)CC(=O)Nc2ccc(C)cc2)c(=O)[nH]c1=O,i,10,3%,-27%,19%,-7%,16%,-8%,1%
CCc1nn2c(=O)cc(COc3ccc(/C=C(\C#N)C(=O)Nc4ccc(C)cc4)cc3)nc2s1,i,x,1%,11%,x,x,x,8%,x
O=C(Nc1ccccc1)OC1CCC2CC1CCC2OC(=O)Nc1ccccc1 (stereo not given),i,u,u,u,u,u,u,u,u
O=C(Nc1cccc2ccccc12)c1ccc2sc([C@@H]3O[C@H](CO)[C@@H](O)[C@H]3O)nc2c1,i,11,0%,14%,x,13%,x,4%,9%
C#CC[N+](CC)(CC)CC#Cc1ccccc1,i,23,-17%,-14%,-6%,1%,2%,-6%,-3%
Cc1[nH]c2ccccc2c1/C=N\NC(=O)c1ccccc1Cl,i,23,1%,x,x,-12%,x,0%,-1%
CCOc1ccc(CCNC(=O)CCOc2cc(C)ccc2C)cc1OCC,i,-5,-8%,-9%,-29%,-9%,1%,u,-8%
COc1cccc(-c2nc3ccc(O)cc3c(=O)o2)c1,u,3,4%,1%,0%,7%,-2%,6%,4%
CSc1ccc(-c2nnn(CC(=O)Nc3sc4c(c3C#N)CCC(C(C)(C)C)C4)n2)cc1 (stereo not given),i,x,10%,3%,x,x,x,1%,x
Cc1cc(C)c(NC(=O)CSc2ccc(-c3ccccn3)nn2)c(C)c1,u,24,-3%&-1%,-14%,9%,0%,11%,u,3%
CCN(CC)S(=O)(=O)c1ccc(N=NC2=C(O)CC(C)(C)CC2=O)cc1,i,-55*,-10%,-6%,2%,-7%,0%,14%,4%
Cc1nnc(SCc2nc3ccccc3s2)n1-c1ccccc1,i,2,-14%,79%[activator],12%,-30%,9%,-7%,0%
CC(=O)N1c2ccc(S(=O)(=O)N3CCN(c4cc(Cl)ccc4C)CC3)cc2CC1C (stereo not given),i,x,6%,4%,x,x,x,-11%,x

# Compound profiles, as listed above. Screens in order: S2 tox	IL1B secr inh	KB-3-1 cytotox	ATXN2 expr inh	SW480 rereplic	HT1080-NT tox	MCF10A rereplic	KB-V1 cytotox	HT1080 IDH1KD tx
# `O=C(COc1ncnc2ccccc12)NC(=O)NCc1ccccc1` in the list: i	15	-1%	5%	2%	7%	9%	u	-1%
# `Cc1ccc(Oc2ccc(Cl)cc2N)cc1` in the list: u	-25	-3%	-27%	0%	-6%	3%	6%	-4%

# More compounds follow:
SMILES,S2 tox,IL1B secr inh,KB-3-1 cytotox,ATXN2 expr inh,SW480 rereplic,HT1080-NT tox,MCF10A rereplic,KB-V1 cytotox,HT1080 IDH1KD tx
Cn1c(SCc2cccc(C#N)c2)nc2ccccc2c1=O,i,-50*,-19%,-17%,u,u,-4%,u,u
COc1ccc(-n2c(SCc3nc(-c4ccc(Cl)cc4)no3)nnc2-c2ccncc2)cc1,i,x,0%,-5%,x,x,x,u,x
CC(=O)c1ccc(S(=O)(=O)N2CCc3ccccc3C2)cc1,i,-10,-1%,0%,-57%[inhibitor],-7%,-3%,-28%,-16%
CN(O)C(=O)Nc1ccc([N+](=O)[O-])cc1,i,1,-6%,-17%,1%,-10%,-6%,u,-2%
Oc1ccc2ccccc2c1CN1CCCC1,i,27,1%,25%,-1%,-24%,6%,0%,-19%
COc1cc2c(cc1OC)C(CSc1ccccc1C(=O)O)=NC(C)(C)C2,i,-27,-4%,-12%,-3%,0%,17%,1%,-1%
CC1CCCCN1CCNC(=O)C1CCN(S(=O)(=O)c2cccc3nsnc23)CC1 (stereo not given),i,-4,2%,x,-4%,9%,-3%,-19%,0%
COc1ccc(/C=C/C(=O)O/N=C(\N)c2ccccn2)cc1OC,i,2,-6%,60%[activator],u,-3%,-3%,-13%,-4%
CCc1ccc(CN(C)C(=O)C2CCC(=O)N(CC3CCCCC3)C2)cc1 (stereo not given),i,-10,-8%,17%,-2%,-5%,0%,u,-9%
C=CCN1C(=O)N(c2ccc(Cl)cc2)C(=O)C1CC(=O)Nc1ccc(F)cc1 (stereo not given),i,35,-7%,-13%,0%,-8%,-2%,-5%,-8%
Cc1nc2sc(C(N)=O)c(N)c2c(C)c1CC(=O)c1ccccc1,i,-11,15%,58%[activator][11.3 µM],-10%,-5%,-4%,-23%,0%
O=C(CCCN1C(=O)c2cccc3cccc(c23)C1=O)N1CCN(Cc2ccc3c(c2)OCO3)CC1,i,-22,-1%,-38%,u,-3%,20%,4%,-10%
Cc1cc(Cl)ccc1OCC(=O)NCC(=O)N/N=C/c1ccco1,i,1,21%,-14%[11.3 µM],-3%,10%,14%,-5%,16%
O=C(Nc1ccc(NC(=S)NC(=O)C(c2ccccc2)c2ccccc2)cc1)c1ccccc1,i,u,u,-11%,u,-26%,u,u,u
O=C(Nc1c(-c2ccccc2)nc2ccccn12)c1cccc(F)c1,i,-23,u,-2%,-7%,-6%,7%,-8%,-14%
CC(=O)c1sc(NC(=O)c2ccc(Br)o2)nc1C,i,36,0%,31%[activator],-13%,4%,-18%,14%,7%
Cc1cc(Cl)ccc1NC(=O)/N=C1/NC(=O)CS1,i,-21,0%,7%,x,24%,x,3%,1%
CCCCCNc1nc(-c2ccccc2)nc(-n2ccnc2)n1,i,-14,-5%,-25%,-1%,-11%,2%,-23%,19%
COCCN(C(=O)CNC(=O)c1ccco1)C(C(=O)NC1CCCC1)c1ccc(OC)c(OC)c1 (stereo not given),i,22,10%,1%,-3%,0%,-7%,1%,9%
COc1ccc(OC)c(N=C(C)C2=C(O)COC2=O)c1,i,42,u,3%,4%,-3%,2%,u,-8%
COc1cc(OC)cc(C(=O)N[C@H](C(=O)OCC(N)=O)C(C)C)c1,i,-8,15%,-1%,1%,0%,-6%,0%,6%
COc1ccc(C(=O)Nc2ccc(N3CCN(C(=O)c4ccccc4C)CC3)cc2)cc1,i,u,x,-28%,22%,-2%,u,x,7%
CCC(=O)Nc1ccc(C(=O)CSc2nnc(-c3ccccc3F)n2CCc2ccccc2)cc1,i,-8,26%,-9%,3%,5%,16%,-17%,0%
CCCCCCCCCCCC1N=C(N)NC(CCCO)=C1C(=O)OC (stereo not given),u,u,u,-16%,1%,-3%,u,-13%,-3%
CN(c1ccccc1)S(=O)(=O)c1cccc(NC(=O)Cc2n[nH]c(=O)c3ccccc23)c1,i,77,-2%,-20%,-9%,-1%,16%,22%,-2%
# Following part:
SMILES,S2 tox,IL1B secr inh,KB-3-1 cytotox,ATXN2 expr inh,SW480 rereplic,HT1080-NT tox,MCF10A rereplic,KB-V1 cytotox,HT1080 IDH1KD tx
O=C(O)C1CSC2(CCN(Cc3ccccc3)CC2)N1 (stereo not given),i,27,7%,5%,-3%,20%,-2%,u,-1%
NS(=O)(=O)c1ccc(NC(=S)NNC(=O)c2ccc(Br)o2)cc1,i,-5,12%,14%,4%,20%,-34%[inhibitor],27%,21%
Cc1cnc(C(=O)OCC(=O)Nc2cccc(S(=O)(=O)N3CCCCC3)c2)cn1,i,-6,-7%,-10%,-8%,13%,-2%,-1%,13%
Cc1ccc(C)c(OC(=O)C2CSC3(C)CCC(=O)N23)c1C (stereo not given),i,-21,16µM*,x,-14%,0%,0%,-1%,-2%
CC1(C)CC1C(=O)Nc1ccc([N+](=O)[O-])cc1Br (stereo not given),i,2,17%,-1%,2%,12%,0%,3%,1%
CCN1CCN(C(=O)c2ccc3c(c2)N(Cc2ccc(C)cc2)CCS3)CC1,u,-15,-1%,x,u,-15%,3%,-18%,-1%
O=C(Cn1ccc(NC(=O)OCc2ccccc2)nc1=O)NCCc1c[nH]c2ccccc12,i,4,-3%,-7%,-5%,u,-2%,16%,-5%
O=C1C=C(c2ccc3[nH]ccc3c2)CCC1,i,-9,3%,72%[activator],-22%[9.22 µM],7%,3%,6%,8%
CCc1ccc2c(c1)NC(c1ccc(OC)cc1)=NC(c1ccncc1)=N2,i,x,0%,-1%,x,x,x,6%,x
CC(Oc1ccccc1)C(=O)N1CCN(c2ccc(N3CCOCC3)nn2)CC1 (stereo not given),i,9,12%,7%,2%,9%,0%,9%,6%

# High-throughput results as filed in PubChem.
